# Screening results (PubChem)
# E-sel TNF inh = TNF alpha driven E-selectin expression inhibition | HUVEC TNFa-induced E-selectin immunofluorescence, high content | inhibition, % at 2 µM | actives 0.71% (n = 120,000);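 active = inhibition above the batch mean plus 3 SD, and confirmed as a hit on visual image review, cut at about 43% in these data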;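 note: 0% = TNF-stimulated DMSO wells and 100% = unstimulated control wells; not every result past the cut was called active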
# GALR2 blocker = GALR2 (human) receptor antagonism; O43603; GALR2-expressing cells, antagonist mode; inhibition, % at 4 µM; actives 0.39% (n = 140,000); AID 828; in the data active = inhibition above about 27%;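 note: cells stimulated with galanin 1-16 at roughly its EC80; 0% = agonist challenge control and 100% = basal control without agonist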
# Target sequence (O43603 whole entry, looked up): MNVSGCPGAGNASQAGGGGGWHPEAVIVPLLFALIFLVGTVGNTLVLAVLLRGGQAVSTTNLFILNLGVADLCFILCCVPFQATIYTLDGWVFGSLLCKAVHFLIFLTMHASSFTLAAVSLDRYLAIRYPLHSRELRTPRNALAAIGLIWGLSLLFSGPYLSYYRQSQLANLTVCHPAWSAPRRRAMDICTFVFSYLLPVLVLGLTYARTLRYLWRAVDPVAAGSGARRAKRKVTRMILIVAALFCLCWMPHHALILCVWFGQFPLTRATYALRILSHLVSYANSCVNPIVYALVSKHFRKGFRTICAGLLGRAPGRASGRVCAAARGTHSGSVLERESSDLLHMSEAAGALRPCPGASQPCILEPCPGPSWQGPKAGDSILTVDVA
# NPY Y2 blocker = blocks the human neuropeptide Y Y2 receptor; P49146; AID 793; NPY-Y2 expressing cells, antagonist mode; actives 0.99% (n = 140,000); inhibition, % at 2.7 µM; in the data active = inhibition above about 17%;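 note: 0% = vehicle with agonist challenge and 100% = reference antagonist with challenge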
# Target sequence (P49146 whole entry, looked up): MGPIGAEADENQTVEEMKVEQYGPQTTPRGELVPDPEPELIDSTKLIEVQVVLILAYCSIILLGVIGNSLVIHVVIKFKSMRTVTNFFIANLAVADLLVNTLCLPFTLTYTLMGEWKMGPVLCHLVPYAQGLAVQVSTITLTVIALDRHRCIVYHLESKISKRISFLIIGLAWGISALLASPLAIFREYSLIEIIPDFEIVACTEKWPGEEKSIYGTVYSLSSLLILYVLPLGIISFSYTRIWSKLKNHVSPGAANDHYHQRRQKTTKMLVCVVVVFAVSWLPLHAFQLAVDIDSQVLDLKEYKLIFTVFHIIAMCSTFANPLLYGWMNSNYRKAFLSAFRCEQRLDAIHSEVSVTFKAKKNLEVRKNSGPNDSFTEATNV
# Yeast lifespan up = extends the lifespan of yeast. S. cerevisiae growth with nicotinamide, OD615; deaD strain in restrictive glucose medium. inhibition of the nicotinamide effect, % at 10 µM. actives 0.68% (n = 130,000);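 active = inhibition above a set limit, placed 3 SD over the median of all compounds, cut at about 26% in these data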;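 note: 0% = nicotinamide-treated wells and 100% = cells grown without nicotinamide; some compounds called inactive have numbers as strong as hits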
#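 Measured by: optical density (absorbance) at 615 nm; System: modified budding yeast, DeaD strain; Medium: restrictive CSMM-D dextrose medium; Timing: 4 h preincubation then 48 h treatment at 30 °C.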
# Yeast growth inh = chemicals that inhibit yeast BB579 growth in restrictive medium (lifespan-shortening candidates); S. cerevisiae BB579 growth, OD615, 48 h; inhibition, % at 10 µM; actives 0.51% (n = 140,000); AID 804;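 active = inhibition above a set limit, 3 SD over the mean compound inhibition, cut at about 44% in these data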; note: inactives centre near -24
#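 System: Saccharomyces cerevisiae DeaD strain BB579, replicative lifespan model yeast. Buffer or medium: restrictive glucose-based CSMM-D medium. Doses: one dose, 10 µM compound with 0.25% DMSO. Timing: 4 h preincubation and 48 h exposure at 30 °C. Detection: turbidity as optical density at 615 nm. Benchmarks: amphotericin B 10 µg/mL, positive.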
# PTEN del growth = suppresses growth of cells with PTEN deletion. AID 827. HCT116 PTEN-null viability, CellTiter-Glo, 60 h; hits give low values. viability, % at 10 µM. actives 1.2% (n = 140,000);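 active = viability at or below a set limit, 4 SD under the median of all tested compounds, cut at about 3.7% in these data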;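 note: PTEN knockout HCT116 line with beta catenin targeted HCT116 as companion control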
# MRP1 act = activates MRP-1; H69AR cells + doxorubicin, viability rescue, CellTiter-Glo; viability increase, % at 10 µM; actives 0.61% (n = 140,000);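 active = viability gain under doxorubicin at or above a set limit, the compound median plus 3 SD, cut at about 4.7% in these data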;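 note: MRP-1 overexpressing cells given doxorubicin 25 µM after compound pretreatment; 18-22 h compound pretreatment then 72 h with doxorubicin before readout; 0% = doxorubicin-only wells and 100% = vehicle-treated cells without doxorubicin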
# Phagocyt inh = inhibitors of macrophage phagocytosis; J774A.1 macrophage IgG-bead phagocytosis, imaging; inhibition, % at 5 µM; actives 0.07% (n = 110,000);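 active = inhibition above the mean of the plate negative controls plus 5 SD, cut at about 13% in these data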;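 note: phagocytic index as fraction of beads internalized from green versus red external bead signal; plate controls were DMSO negative control for no effect and cytochalasin-D positive control for full effect; some results beyond the cut were filed as inactive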
# HCT116 bCat-KO = beta-catenin-lacking colon tumor cell growth suppression; HCT116 beta-catenin knockout viability, CellTiter-Glo, 60 h; hits give low values; viability, % at 10 µM; actives 1.5% (n = 140,000); AID 818;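 active = viability at or under a set limit, the compound median less 4 SD, cut at about 6% in these data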;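 note: 0% = Hyamine 1622 control at 20 µM and 100% = untreated cell control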
# Measles CPE = protection of cells from measles virus; protection (pct of control), % at 4 µM; Measles virus-infected cells, CPE protection, absorbance; actives 1.5% (n = 140,000); AID 841; in the data active = protection mostly above about 24%, no sharp cut-off; inactive = mostly below about 26%; note: some compounds called inactive have numbers as strong as hits
# An asterisk follows results filed as active; nt = not tested or not shown.
mol	E-sel TNF inh	GALR2 blocker	NPY Y2 blocker	Yeast lifespan up	Yeast growth inh	PTEN del growth	MRP1 act	Phagocyt inh	HCT116 bCat-KO	Measles CPE
COc1ccc(-n2c(Cc3cccn3C)nnc2SCC(=O)Nc2cccc(NC(C)=O)c2)cc1	nt	6	-2	-22	-11	90	-2.2	-2	91	4
Cc1csc(NC(=O)CSc2nnc(-c3ccoc3C)o2)n1	-13	-5	1	-9	-74	76	-0.5	1	68	5
CCOC(=O)c1cccc(N2C(=O)Nc3ccccc3N2O)c1	5	0	1	0	-39	100	-1.2	-5	99	8
C=CCn1c(O)c(N=NC(=S)Nc2cccc(C)c2)c2ccccc21	-17	3	13	-1	-10	14	-2.6	0	13	4
COc1ccc(CNC(=O)COC(=O)CCCOc2ccc(Cl)cc2Cl)cc1	nt	-11	6	-3	-15	102	4.9*	-7	92	3
Cc1cc(C)n(-c2nc(NCC(C)O)c3c4c(sc3n2)CCCC4)n1 (stereo not given)	nt	-11	2	-24	-33	30	-7.4	0	22	5
CCOc1ccccc1C1C(C#N)=C(N)Oc2cc(C)n(C)c(=O)c21 (stereo not given)	-11	4	0	9	-20	86	-0.7	-1	87	41
COCCN(CCOC)Cc1c(C)[nH]c2ccccc2c1=O	-18	4	2	-4	-24	95	-2.5	1	103	21
CCOC(=O)C1=C(C)NC(=O)NC1c1ccc(Cl)cc1Cl (stereo not given)	4	-6	1	-3	-48	101	0.1	2	96	4
O=C(CN(CCc1ccccc1)S(=O)(=O)c1ccc(Cl)cc1)N/N=C/c1ccc2c(c1)OCO2	17	-3	6	0	-6	73	-1.6	-10	83	8
CCCCCCNC(=O)Cc1c(O)c2ccccc2[nH]c1=O	8	-2	1	13	-25	110	0.8	0	99	23
O=C(COc1ccccc1O)NNc1ccccc1	nt	12	1	5	-29	96	0.5	-8	86	2
Cc1cccc(NC(=O)c2sc(NC(=O)COc3ccccc3)c(C#N)c2C)c1C	nt	15	-1	7	-22	85	-1.6	-10	90	14
CC(=O)Nc1cc(-c2nn3c(C)nnc3s2)ccc1C	-9	7	0	0	6	101	-2.0	-1	105	11
O=C(NCc1ccc(F)cc1)C1CCCN(C(=O)Nc2ccccc2)C1 (stereo not given)	nt	3	1	-7	-1	97	-3.2	nt	91	10
Cc1ccccc1C(=O)Nc1ccccc1-n1cccc1	-14	3	1	-11	1	77	-2.2	-1	84	2
COc1ccc(OC)c(/C=N\NC(=O)c2ccc(=O)n(C)c2)c1	-5	3	2	13	-67	98	-2.9	-10	88	3
Cc1ccc(-c2noc(CCC(=O)Nc3ccccc3N3CCN(C)CC3)n2)cc1	nt	8	3	-10	-12	89	-0.7	2	78	nt
CCc1nnc(NC(=O)c2cccc(S(=O)(=O)N(C)c3ccccc3)c2)s1	-31	16	3	71*	-91	115	-0.2	-1	93	3
Cc1ccc2c(Cl)c(C(=O)NCc3cccnc3)sc2c1	-1	5	4	-11	-11	64	0.0	-2	56	15
COc1ccc(CC(=O)NNC(=O)CSc2nnc(C)n2-c2ccccc2)cc1	nt	0	1	-3	0	111	-1.3	-7	93	11
COc1ccc(N2CCN(CC(O)c3c[nH]c4ccc(OC)cc34)CC2C)cc1 (stereo not given)	-13	6	4	-6	15	59	-5.4	nt	58	23
CCC(=O)N(C)C(c1ccccc1Cl)c1nnnn1-c1c(C)cccc1C (stereo not given)	3	-1	9	-10	-44	84	-0.1	0	81	29
N#Cc1c(NC(=O)CSc2n[nH]c(N)n2)oc(-c2ccccc2)c1-c1ccccc1	3	-5	3	-1	-31	84	-0.7	-1	87	20
COc1ccc(NS(=O)(=O)c2cccc(NC(=O)NC3CCCCC3)c2)cc1	nt	6	0	0	5	70	-0.3	nt	62	4
COc1ccc(C(=O)Nc2sc(C)c(-c3ccccc3)c2C#N)cc1OC	32	-10	-3	8	-48	79	0.2	0	77	13
CCc1ccc(C(=O)CSC2=C(C#N)C(c3ccco3)C(C(C)=O)=C(C)N2)cc1 (stereo not given)	nt	3	4	1	-61	nt	-0.1	nt	56	40
CCn1c(O)c(C=NCc2cccs2)c(=O)n(CC)c1=S	7	3	7	-10	-56	99	-1.8	-1	81	3
O=C(NCc1n[nH]c(=S)n1-c1cccc(Cl)c1)c1ccc(S(=O)(=O)N2CCCC2)cc1	nt	-9	1	-7	-23	95	-0.3	nt	103	7
COc1cccc(-c2noc(C3CCCN(S(=O)(=O)c4cccc(Cl)c4C)C3)n2)c1 (stereo not given)	nt	-5	6	3	-32	93	1.4	-1	90	4
NC(=O)c1oc2ccccc2c1NC(=O)c1ccc(F)cc1	nt	11	-1	-16	-11	85	-3.0	0	84	22
CCN(CC)c1ccc(N=Nc2nn(C)c(C)c2[N+](=O)[O-])cc1	nt	8	-2	-1	-30	87	-0.3	nt	89	4
CCCCn1c(SCC(=O)c2ccc(OC)c(OC)c2)nc2cc(S(N)(=O)=O)ccc21	3	-9	4	0	-63	103	-0.8	0	108	17
CN(C)CCSc1nnc2sc3ccccc3n12	1	6	0	-8	-19	96	-3.3	-2	89	8
Cc1ccc(-c2cc(-c3ccccc3)c(C#N)c(N)n2)o1	nt	-16	2	-22	-50	73	-3.3	-2	89	6
Cc1cccc(C(=O)NNC(=O)c2ccc(F)cc2)c1	nt	-5	2	-1	-5	93	0.4	-8	96	12
Cc1cc(C)nc(SCC(=O)c2ccc(O)cc2O)n1	-14	9	5	-7	-7	86	-4.3	0	89	16
COc1ccc(S(=O)(=O)N2CCCCC2)cc1	-9	-1	-1	-2	-55	111	-0.6	4	96	13
O=C(Oc1ccc2ccc(=O)oc2c1)N1CCOCC1	nt	-3	2	-8	-34	115	0.8	0	90	11
CCOC(=O)c1cc(OC(=O)c2ccccc2OC)n(-c2ccccc2)n1	-2	-10	2	22	-3	103	-0.1	0	97	1
O=C(Cn1cnc2c(nnn2Cc2ccc(Cl)cc2)c1=O)N1CCCc2ccccc21	12	-3	1	nt	-26	88	0.9	nt	82	17
CCOc1ccc(N=C2NC(=O)S/C2=C\c2ccc(Cl)cc2)cc1	-17	7	1	-12	-28	69	-3.6	-1	70	3
COc1ccc(CCNC(=O)Cn2cccc2C(=O)c2ccccc2C)cc1OC	-24	3	1	-3	-4	96	-1.6	-9	85	8
C=C(C)c1cccc(C(C)(C)NC(=O)Nc2cc(C)ccc2OC)c1	4	1	7	-20	-38	73	-3.1	-2	76	60*
N=c1c2c3c(sc2ncn1CCN1CCOCC1)CCCC3	nt	-1	3	-4	10	83	-4.7	-2	85	14
COC(=O)C1(C(F)(F)F)N=C2Sc3ccccc3N2C(N2CCOCC2)=N1 (stereo not given)	nt	-1	5	-6	30	17	-2.0	-1	4.7*	4
COc1ccc(C(=O)N(c2ccccc2)C2C=CS(=O)(=O)C2)cc1 (stereo not given)	nt	30*	10	-11	-41	88	-4.2	0	88	11
CC1(C)OC(=O)N(CCc2ccccc2)C1(C)O (stereo not given)	-4	31*	2	-3	-30	90	-0.9	-1	98	15
CCCCCCSC1=C(C#N)C(=O)NC2(CCCCC2)S1	-12	-2	1	nt	1	97	-0.8	nt	93	33
Cc1ccc(NC(=S)c2nc3ccccc3s2)cc1	-15	4	10	-13	-42	86	-2.7	-3	80	28

# (more compounds)
mol	E-sel TNF inh	GALR2 blocker	NPY Y2 blocker	Yeast lifespan up	Yeast growth inh	PTEN del growth	MRP1 act	Phagocyt inh	HCT116 bCat-KO	Measles CPE
Cc1ccc(CCP(=O)(O)CN2CCOCC2)cn1	14	-8	1	4	-32	104	-1.5	-4	100	0
Cn1c(=O)c(C(=O)NCCO)c(O)c2ccccc21	5	7	-3	21	-18	103	0.1	0	101	1
O=C(NCCN1CCOCC1)C1CCC(=O)N1C1CCCCC1 (stereo not given)	nt	-8	3	-8	-35	91	-1.1	nt	89	17
CCC(C)c1ccc(O)c(NC(=O)c2cncc(Br)c2)c1 (stereo not given)	-11	-10	3	-6	-42	81	-4.4	-1	84	3
Cn1c(=O)c2c(nc(CN3CCN(Cc4ccccc4)CC3)n2Cc2ccccc2)n(C)c1=O	37	-4	5	-4	-24	92	-2.5	-1	86	9
COC(=O)c1ccc(CN(C)S(=O)(=O)c2ccc(C)cc2)o1	nt	nt	nt	nt	-1	97	-3.0	0	85	25
COc1ccccc1N1CCN(C(CNC(=O)C2CCCCC2)c2cccnc2)CC1 (stereo not given)	-6	6	3	-4	-25	86	-3.9	-1	84	15
O=C(NNc1cccc(Cl)n1)Nc1ccc(Cl)cc1	7	10	-3	5	-91	102	-0.6	nt	91	7
O=C(Nc1ccc(Oc2ccccc2)cc1)c1cnc2n(c1=O)CCS2	-7	4	-2	-4	-7	51	6.0*	-1	41	10
CCOc1ccc2nc(SCC(=O)Nc3ncccn3)[nH]c2c1	8	-12	-2	-7	15	95	0.1	-1	99	20
COc1ccc(C(=O)N2CCN(Cc3cc(OC)c(O)c(OC)c3)CC2)cc1OC	-8	8	-1	-6	-24	114	-3.2	0	92	1
O=C(c1cccc(S(=O)(=O)N2CCCC2)c1)c1cccc(S(=O)(=O)N2CCCC2)c1	-23	2	4	-3	-32	70	-1.5	-1	71	8
Cc1ccc(Sc2ccc(NC(=O)CCl)cc2)c(C)c1	11	-18	1	-7	16	28	-5.4	nt	25	7
O=C(Nc1nc(-c2cc(Cl)sc2Cl)cs1)c1ccccc1	-6	-13	13	-8	-47	52	1.2	0	43	22
COc1ccccc1-c1nnc(-c2ccc(N3CCOCC3)cc2)o1	-7	5	4	nt	-29	86	-3.1	nt	87	4
NC(=S)Nn1c(CCC(=O)O)ccc1-c1ccccc1	6	3	1	7	-10	102	-1.9	-2	101	28
Cc1cccc(NC(=S)NNC(=O)c2ccco2)c1	-18	1	10	-17	9	96	-0.3	0	98	34
CC(=O)N(C)C1(c2nnnn2CCOC(=O)Nc2cccc3ccccc23)CCCC1	-58	6	2	-10	-25	98	-1.1	-1	87	8
CC1(C)C2([N+](=O)[O-])CN(CCO)CC1([N+](=O)[O-])CN(CCO)C2	-5	11	-1	nt	-25	96	-1.4	nt	97	7
Cc1ccc(Cl)c(NC(=O)COC(=O)c2ccccc2C(=O)c2ccc(Cl)c([N+](=O)[O-])c2)c1Cl	98*	69*	-1	-3	-18	2.0*	-6.0	0	2.1*	10
O=C(NC(=S)Nc1cccc(Cl)c1N1CCCCC1)c1cccs1	-69	-8	7	3	-21	57	-4.7	nt	65	35
Fc1ccc(CSc2ccc3nnc(-c4cccs4)n3n2)cc1	nt	-8	3	6	-21	89	1.0	nt	95	2
O=C(c1ccc(Cl)cc1)c1cnc(Nc2ccccc2)s1	10	-4	0	-6	-46	95	-0.7	nt	104	7
CCOc1ccccc1-c1nc(-c2cc3ccc(C)cc3[nH]c2=O)no1	28	-1	8	-6	-43	76	-4.2	nt	87	9
COc1ccc(S(=O)(=O)N[C@@H](Cc2ccccc2)C(=O)N2CC[C@@]3(O)CCCC[C@H]3C2)cc1	nt	1	-1	-8	-33	73	-4.4	0	71	5
